BCLXL inh: Bcl-xL (human) inhibition. hit rate 0.7% among 320,000. GST-Bcl-xL / FITC-Bim BH3 peptide fluorescence polarization. inhibition, % at 10.9 µM. Q07817;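 active = inhibition above the mean of all tested compounds plus 3 SD, cutoff set per campaign, cut at about 30% in these data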;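 also: 0% = DMSO wells and 100% = unlabeled Bim-BH3 peptide competitor; inhibitors lower millipolarization by displacing the labeled peptide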
Target sequence (Q07817 whole entry, looked up): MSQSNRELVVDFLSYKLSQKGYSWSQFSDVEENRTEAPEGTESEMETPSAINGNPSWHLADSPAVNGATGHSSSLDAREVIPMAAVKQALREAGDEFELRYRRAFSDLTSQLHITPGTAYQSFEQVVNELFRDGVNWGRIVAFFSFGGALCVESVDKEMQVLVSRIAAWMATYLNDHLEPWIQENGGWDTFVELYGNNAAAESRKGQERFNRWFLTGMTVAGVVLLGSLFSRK
VLA-4 inh: inhibition in a human VLA-4 binding assay. AID 2557. VLA-4 expressing cells, ligand binding flow cytometry. hit rate 0.2% among 330,000. inhibition, % (about 7 µM as worked out from the volumes in the protocol). P13612; in the data active = inhibition above about 50%
CIT2 TOR yeast: modulators of TOR pathway CIT2-GFP in S. cerevisiae; hit rate 0.065% among 320,000; S. cerevisiae CIT2-GFP strain, flow cytometry, 3 h; 100 means same as DMSO wells; AID 2029; GFP response vs DMSO, % at 10 µM;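 active = GFP response relative to DMSO above a set limit, near the screen mean plus 3 SD, cut at about 150% in these data; inconclusive = Fewer than 70 cells measured for a yeast strain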;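 also: ratio of well median GFP fluorescence to mean of DMSO wells on the plate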
MEX-5 binding: C. elegans MEX-5 TCR-2 RNA binding activity | Q9XUB2 | MEX-5/FITC-TCR2 RNA binding, fluorescence polarization; hits give low values | activity score (negative = inhibition of binding), % at 10 µM | hit rate 0.38% among 300,000 | AID 1832;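 active = inhibition past about -25% in most replicates, and total fluorescence under double the plate's negative control median, limit read from the data; inconclusive = replicates evenly split on the limit, or fluorescence at least double controls; inactive = too little inhibition in most replicates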;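 also: 0% = DMSO and -100% = 5 µM competing unlabeled TCR2 RNA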
GRK2 aptamer HTS: human GRK2 inhibition via aptamer displacement | P25098 | bead flow cytometry, FAM-aptamer displacement from GRK2 | inhibition of aptamer binding, % at 10 µM | hit rate 0.59% among 330,000;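 active = inhibition of aptamer binding above 40%, roughly 3 SD of noise, on plates passing a quality check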;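 also: median bead fluorescence of bound FAM aptamer so fluorescent compounds give negative values; no value below 0 was filed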
Target sequence (P25098 whole entry, looked up): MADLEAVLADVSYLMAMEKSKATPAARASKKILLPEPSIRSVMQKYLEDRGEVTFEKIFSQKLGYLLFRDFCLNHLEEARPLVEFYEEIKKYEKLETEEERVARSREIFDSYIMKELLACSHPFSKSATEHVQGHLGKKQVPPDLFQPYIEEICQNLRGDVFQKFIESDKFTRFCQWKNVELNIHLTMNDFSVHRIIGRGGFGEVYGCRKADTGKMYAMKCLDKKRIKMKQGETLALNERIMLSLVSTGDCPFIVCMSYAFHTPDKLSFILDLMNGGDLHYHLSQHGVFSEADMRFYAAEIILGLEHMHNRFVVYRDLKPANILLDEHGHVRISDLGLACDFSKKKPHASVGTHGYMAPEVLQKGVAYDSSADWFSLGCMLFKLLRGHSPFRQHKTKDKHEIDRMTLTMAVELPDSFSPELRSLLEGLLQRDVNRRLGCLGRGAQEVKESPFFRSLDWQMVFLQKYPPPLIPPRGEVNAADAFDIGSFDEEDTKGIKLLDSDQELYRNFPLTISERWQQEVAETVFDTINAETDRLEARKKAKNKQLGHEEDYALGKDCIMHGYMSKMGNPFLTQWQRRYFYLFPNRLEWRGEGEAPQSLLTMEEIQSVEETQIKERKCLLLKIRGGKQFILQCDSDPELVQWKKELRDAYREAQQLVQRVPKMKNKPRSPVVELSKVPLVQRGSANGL
Fam108B counter: blocks mouse Fam108B hydrolase in RBBP9 counter-screen. recombinant Fam108B, FP-Rh probe fluorescence polarization. inhibition, % at 9.51 µM. hit rate 0.33% among 300,000;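 active = inhibition above the screen mean inhibition plus 3 SD, computed separately per campaign, cut at about 18% in these data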;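 also: inhibitors lower polarization as less probe binds the enzyme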
GLD-1 RNA inh: GLD-1-TGE RNA interaction inhibition (C. elegans) | hit rate 0.44% among 320,000 | AID 2280 | inhibition, % at 5.96 µM | purified GLD-1 + fluorescein TGE RNA, fluorescence polarization | Q17339;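 active = percent inhibition above a per-plate cutoff, the plate mean of test compounds plus 3 SD, cut at about 30% in these data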;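 also: 0% = DMSO wells with GLD-1 and probe and 100% = wells lacking GLD-1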
MCL1 BIM primary: MCL1-BIM-BH3 interaction inhibition (human) | Q07820 | GST-MCL1 / FITC-Bim-BH3 fluorescence polarization | inhibition, % at 10.9 µM | hit rate 0.68% among 320,000 | AID 2057;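 active = inhibition above the mean inhibition of all tested compounds plus 3 SD, set per campaign, cut at about 40% in these data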;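 also: 0% = DMSO wells and 100% = unlabeled Bim-BH3 peptide control; higher means more loss of mP so more displacement of Bim peptide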
AGP1 TOR yeast: yeast TOR pathway AGP1-GFP modulation; hit rate 0.02% among 320,000; GFP response vs DMSO, % at 10 µM; S. cerevisiae AGP1-GFP multiplex flow cytometry, 3 h; GFP as percent of DMSO wells;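 active = GFP response relative to DMSO above a set limit, near screen average plus 3 SD, cut at about 150% in these data; inconclusive = fewer than 70 cells counted for the yeast strain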;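 also: median GFP channel fluorescence of the gated AGP1 strain per well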
Starred values were filed as active, the others as inactive; ? = inconclusive; . = no result given.

SMILES	BCLXL inh	VLA-4 inh	CIT2 TOR yeast	MEX-5 binding	GRK2 aptamer HTS	Fam108B counter	GLD-1 RNA inh	MCL1 BIM primary	AGP1 TOR yeast
CC1=C(C(=O)NCc2ccccc2)C(c2cccnc2)n2ncnc2N1 (centres undefined)	1	-1	88	-1.9	4	-3	1	2	86
COc1ccc(N=Cc2c(O)ccc3ccccc23)cc1	-51	-1	86	?	0	2	-159	-75	102
CC(=O)Nc1cnc2ccccc2n1	4	5	101	.	5	2	5	2	99
O=C(CCC(=O)N(CC(=O)NC1CCCC1)Cc1ccccc1Cl)Nc1nccs1	7	-4	89	0.0	0	-1	-1	4	91
CCOC(=O)N1CCN(C(=O)c2cnn3c(C)c(Cc4ccc(C)cc4)c(C)nc23)CC1	-1	-10	105	6.0	0	-1	0	5	101
COc1ccccc1OCCSc1nnc(C)n1-c1ccccc1	1	3	80	1.9	3	0	0	1	90
CCOc1cc(CNc2ccc3c(c2)CCC3)ccc1OC	17	-46	101	0.1	0	1	-58	4	100
Cc1ccc(N2C(=S)NC3c4cc(Cl)ccc4OC2(C)C3C(=O)N(C)C)cc1 (centres undefined)	-1	4	102	.	2	7	-1	3	107
COc1cccc(NC(=O)C2CSC3(C)CCC(=O)N23)c1 (centres undefined)	-3	5	94	3.9	0	-1	2	-7	106
CC1=N/C(=C\c2ccccc2Cl)C(=O)O1	0	-6	97	2.2	0	-2	4	4	106
CCN(CC)S(=O)(=O)c1ccc(C(=O)OCC(=O)N2CCN(C(=O)c3ccco3)CC2)cc1	0	6	96	-2.1	0	1	3	0	96
CCC1CCCN1Cn1cnc2c([nH]c3ccc(C)cc32)c1=O (centres undefined)	0	-47	106	-2.4	2	-2	0	6	109
Cc1cc(C)n2nc(C(=O)N/N=C/c3cccs3)nc2n1	-1	2	109	0.8	0	7	-7	4	108
CC1(C)C(=O)Nc2ccccc2N1C(=O)COC(=O)C12CC3CC(CC(O)(C3)C1)C2	6	5	?	-0.6	2	5	3	-3	?
O=C1c2ccccc2C(O)(c2ccccc2)N1c1ccncc1 (centres undefined)	-1	1	101	0.7	2	-5	-4	-5	104
CCOC(=O)CSc1nc2cc3c(cc2cc1C)OCO3	2	1	106	0.8	0	1	0	-5	104
COc1ccc(Nc2nc(N)c([N+](=O)[O-])c(N3CCCC3)n2)cc1	5	0	94	-1.2	0	-7	-2	9	101
CCCC(=O)Nc1c2c(nn1-c1ccc(C)cc1C)CSC2	1	0	94	-1.4	9	-3	-3	-3	103
N#CC1=C(N)N(c2ccccc2)C(c2ccco2)C1(C#N)C#N (centres undefined)	11	8	107	-0.7	0	-4	0	6	100
CC(=O)C1=C(C)Nc2ncnn2C1c1ccccc1 (centres undefined)	.	23	93	-0.7	0	.	.	.	103

Four consecutive entries out of the list so far:
SMILES	BCLXL inh	VLA-4 inh	CIT2 TOR yeast	MEX-5 binding	GRK2 aptamer HTS	Fam108B counter	GLD-1 RNA inh	MCL1 BIM primary	AGP1 TOR yeast
COc1ccc(Nc2nc(N)c([N+](=O)[O-])c(N3CCCC3)n2)cc1	5	0	94	-1.2	0	-7	-2	9	101
CCCC(=O)Nc1c2c(nn1-c1ccc(C)cc1C)CSC2	1	0	94	-1.4	9	-3	-3	-3	103
N#CC1=C(N)N(c2ccccc2)C(c2ccco2)C1(C#N)C#N (centres undefined)	11	8	107	-0.7	0	-4	0	6	100
CC(=O)C1=C(C)Nc2ncnn2C1c1ccccc1 (centres undefined)	.	23	93	-0.7	0	.	.	.	103

(cont.)
SMILES	BCLXL inh	VLA-4 inh	CIT2 TOR yeast	MEX-5 binding	GRK2 aptamer HTS	Fam108B counter	GLD-1 RNA inh	MCL1 BIM primary	AGP1 TOR yeast
CCC1NC(=S)NC(C)=C1C(=O)c1ccccc1 (centres undefined)	7	18	107	0.1	2	5	3	6	110
COc1ccc(S(=O)(=O)N2CCC(C(=O)NCCC(=O)NCc3ccncc3)CC2)cc1	-2	0	107	2.6	1	-2	8	2	98
CC1CCCN(C(=O)CCS(=O)(=O)Cc2ccccc2)C1 (centres undefined)	0	-3	104	1.4	3	-5	5	-1	103
COc1ccc(Nc2nc(C(=O)N3CCc4ccccc4C3)cs2)cc1	1	-15	105	1.0	2	2	7	-7	97
COc1ccc(-c2cc(=O)[nH]c(=S)[nH]2)cc1	5	21	95	-1.5	3	9	-5	9	98
CCCCC(=O)Nc1ccc(Cl)cn1	4	6	.	0.2	1	-3	6	4	90
CN(Cc1ccccc1)C(=O)COC(=O)c1ccc(Cl)cc1N	-4	14	87	2.4	1	0	5	1	90
CC(NC(=O)c1ccco1)C(=O)O (centres undefined)	3	23	98	.	0	.	3	5	96
Cc1nc(SCCO)c2oc3ccccc3c2n1	-2	-1	84	0.1	0	-2	-4	3	82
Cc1ccc(-n2nc(N)c3c(=O)oc(N(C)C)nc32)cc1	6	-12	106	0.6	0	0	0	5	100
Cc1nnc(NC(=O)CSc2nnc(Cc3cccn3C)n2-c2cccc(C)c2C)s1	104*	-5	110	0.0	0	1	-4	-2	105
COc1ccc(N(CC(=O)Nc2ccccc2C(=O)N2CCCC2)S(C)(=O)=O)cc1	7	21	105	1.3	0	1	0	7	105
CC1(c2nnc(Cc3ccccc3)o2)CC(c2ccc(OC(F)(F)F)cc2)=NO1 (centres undefined)	6	1	69	3.5	0	-3	-4	2	80
CCCn1c(=O)c(C(=O)c2ccccc2)nc2ccccc21	-2	14	89	-0.4	0	-3	2	-3	98
C/C=C(\C)C(=O)OC1c2c(ccc3ccc(=O)oc23)OC(C)(C)C1OC(C)=O (centres undefined)	0	-9	107	2.6	0	-10	5	7	.
COc1ccc(C(CC(=O)O)n2cnnn2)cc1 (centres undefined)	3	11	102	1.6	1	4	3	0	104
COC(=O)c1ccc(NC(=O)CN(C2CCCCC2)S(C)(=O)=O)cc1	5	-12	97	-1.1	1	0	3	10	102
Cc1nnc(SCC(=O)N2c3ccccc3CC2C)[nH]c1=O (centres undefined)	1	15	100	1.4	7	2	9	-1	99
O=C(Nc1ccc(Br)cc1)c1cccc(NC(=O)C2C3CC4OC(=O)C2C4C3)c1 (centres undefined)	4	42	95	-2.1	1	-6	3	-4	100
Cc1ccc(SCCc2cc[n+](CC(=O)c3ccccc3)cc2)cc1	8	2	93	2.1	0	-2	-26	10	102

Structures from the list above containing an NH in an aromatic ring:
SMILES	BCLXL inh	VLA-4 inh	CIT2 TOR yeast	MEX-5 binding	GRK2 aptamer HTS	Fam108B counter	GLD-1 RNA inh	MCL1 BIM primary	AGP1 TOR yeast
CCC1CCCN1Cn1cnc2c([nH]c3ccc(C)cc32)c1=O (centres undefined)	0	-47	106	-2.4	2	-2	0	6	109
COc1ccc(-c2cc(=O)[nH]c(=S)[nH]2)cc1	5	21	95	-1.5	3	9	-5	9	98
Cc1nnc(SCC(=O)N2c3ccccc3CC2C)[nH]c1=O (centres undefined)	1	15	100	1.4	7	2	9	-1	99

Going on with the list:
SMILES	BCLXL inh	VLA-4 inh	CIT2 TOR yeast	MEX-5 binding	GRK2 aptamer HTS	Fam108B counter	GLD-1 RNA inh	MCL1 BIM primary	AGP1 TOR yeast
O=C(c1cc2nc(-c3ccccc3)cc(C(F)(F)F)n2n1)N1CCOCC1	2	-4	95	-2.4	2	-1	10	-4	92
c1ccc(Cn2nnc3c(NCC4CCCO4)nc(C4CC4)nc32)cc1 (centres undefined)	2	-6	80	0.7	0	-4	0	-2	92
CCc1ccc(N(C(=O)c2csnn2)C(C(=O)NC2CCCCC2)c2cccnc2)cc1 (centres undefined)	0	6	107	-1.0	0	3	-2	1	103
Cc1cc(O)c(-c2cc(C(=O)Nc3ccc(S(=O)(=O)N4CCOCC4)cc3)[nH]n2)cc1C	8	14	104	1.6	2	-6	5	8	106
Cc1sc2nc(-c3ccco3)oc(=O)c2c1C	1	-7	80	-2.6	1	1	4	3	.
COc1ccccc1CC(=O)Nc1ccc(-c2nnc(-c3ccco3)o2)cc1	9	-6	100	-2.4	0	-1	1	6	101
CC1(C)Oc2ccc(C(=O)NC3CCCC3)cc2N(CC(=O)NC2CCCCC2)C1=O	4	7	97	-2.7	0	-4	6	54*	94
Cc1ccc(F)cc1NC(=O)CSc1nnc(CNC(=O)c2ccco2)n1C	1	2	88	1.6	70*	1	0	5	100
O=C(/C=C/Nc1ccc(F)cc1)c1ccco1	-14	10	89	0.4	0	2	5	-11	87
CCOC(=O)c1cc(C#N)c(SC)nc1C	2	-3	98	.	1	0	1	-1	100
COc1ccc(/C=N/NC(=O)c2cccnc2)c(C(=O)O)c1OC	0	3	94	0.0	4	-1	2	1	108
C=CCN(C(=O)Cn1nc(C)n2c(cc3cc(C)ccc32)c1=O)c1ccccc1	1	11	91	1.0	1	-3	-7	-3	104
CCN(CC(=O)Nc1cc(Cl)ccc1C)C(=O)c1cc([N+](=O)[O-])ccc1N1CCOCC1	-8	-4	89	-1.0	0	7	-3	-11	102
CCOc1c(Cl)cc(CNCC(C)C)cc1OC	-1	6	101	0.3	0	-1	4	7	94
Cc1ccc(CSc2ccc(C(=O)N3CCOCC3)cc2[N+](=O)[O-])cc1	5	-2	97	2.8	1	3	-7	49*	100
N#C/C(=C/C=C/c1ccccc1)C(=O)Nc1ccccc1	2	3	101	1.2	0	-5	1	2	97
O=C1CCCc2nc(N3CCCCC3)sc21	7	10	96	1.2	3	6	-8	18	110
Cc1cccc2sc(NC(=O)C3=NN(c4ccccc4)C(=O)CC3)nc12	-7	-3	94	-0.5	5	-1	-3	-9	90
COCCn1c(=O)[nH]c2cc(C(=O)OC)ccc2c1=O	4	5	102	-0.4	0	-1	12	-3	106
Cn1c(C(=O)N2COCC2(C)C)cc2c(=O)n3ccccc3nc21	8	3	101	-0.9	0	-3	-2	6	108
COc1ccccc1CN1CC(C(=O)NCCCc2ccc(F)cc2)CCC1=O (centres undefined)	1	13	100	2.5	0	-2	-3	-4	107

Screening results (PubChem)
